# KB-V1 MDR tox = KB-V1 MDR subline cytotoxicity; KB-V1 MDR cells viability, CellTiter-Glo, 72 h; Potency, µM (highest dose often 46.1 µM), without a hit: top-dose activity change, negative = cytotoxicity, usual class: cytotoxic; hit rate 3.4% among 400,000; AID 1347076; also: potency is read from the fitted curve at half-maximal effect; % is scaled to controls: 0 for no effect and ±100 for the full control effect; nearly all actives have a fitted effect of over 60% in size
#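 KB-V1 MDR subline cells in DMEM (phenol-red free, 10% FBS) exposed to compounds in qHTS concentration series for 72 h at 37 degrees C. Viability read by CellTiter-Glo luminescence; concentration-effect curves fitted after normalization and correction.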
# S2 tox = reduces viability in counter-screen for ATXN expression inhibitors | S2 cells (HEK-293 line with an ATXN2-luciferase reporter) viability, CellTiter-Fluor protease fluorescence, 24 h | Potency, µM (doses to about 56.7 µM), most hits filed as cytotoxic | hit rate 0.49% among 400,000; also: potency is read from the fitted curve at half-maximal effect; nearly all actives have a fitted effect of over 40% in size
# MCF10A rerep = inducers of DNA re-replication in MCF 10A breast cells; MCF 10A DNA re-replication, Hoechst nuclear intensity, 48 h; Potency, µM (top dose mostly 46.1 µM), for inactives: at the highest dose activity, positive = re-replication, most hits filed as activators; hit rate 2.9% among 350,000; also: potency is read from the fitted curve at half-maximal effect; % of control where 0% means no effect; nearly all actives have a fitted effect of over 50% in size
# ATXN2 expr inh = inhibitors of ATXN2 expression. HEK-293 ATXN2-luciferase reporter, luminescence, 24 h. Potency, µM (top dose mostly 57 µM), inactives show at the highest dose activity change, negative = inhibition, hits mostly inhibitors. hit rate 0.72% among 360,000; also: potency is read from the fitted curve at half-maximal effect; % is scaled to controls: 0 for no effect and ±100 for the full control effect; nearly all actives have a fitted effect of over 55% in size
#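 ATXN2-luciferase reporter cells (luciferase flanked by upstream and downstream ATXN2 gene portions) were treated 24 h at 37 °C with compounds at up to 57 uM. SteadyGlo luminescence gave expression; GF-AFC fluorescence gave viability.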
# HT1080NT lethal = kills 2HG-producing HT-1080-NT fibrosarcoma cells | hit rate 1.6% among 360,000 | AID 686970 | HT-1080-NT fibrosarcoma viability, CellTiter-Glo ATP luminescence, 48 h | Potency, µM (series often up to 46.1 µM), inactives show at the top dose activity, negative = less viability, most hits filed as cytotoxic;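 also: NT is the 2HG producing partner of a matched IDH1 knockdown line; potency is read from the fitted curve at half-maximal effect; 0% = DMSO-treated cells and -100% = media-only wells without cells; nearly all actives have a fitted effect of over 55% in size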
#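 Read-out is CellTiter-Glo luminescence after 10 minutes at room temperature, following 48 hours' compound treatment of HT-1080-NT cells (750 cells/well, RPMI, 5% FBS, 37 degrees C).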
# SW480 rereplic = induces DNA re-replication in SW480 colon adenocarcinoma cells; hit rate 1.8% among 340,000; Potency, µM (top dose mostly 46.1 µM), without a hit: at the top dose re-replication activation, usual class: activators; SW480 DNA re-replication, Hoechst DNA content imaging, 48 h; AID 624297; also: potency is read from the fitted curve at half-maximal effect; % of control where 0% means no effect; nearly all actives have a fitted effect of over 55% in size
#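 Hoechst fluorescence of nuclei (405 nm excitation, 500-530 nm emission) measured by plate-scanning imager after 48 hr compound exposure at 37 C; re-replication scored as increased number of nuclei with elevated intensity.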
# HT1080 IDH1KD tx = HT-1080 IDH1 knockdown cell toxicity (counter line) | HT-1080 IDH1 knockdown viability, ATP luminescence, 48 h | Potency, µM (highest dose often 46.1 µM), for the others: at the top dose activity, negative = toxicity, usual class: cytotoxic | hit rate 2% among 360,000;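 also: potency is read from the fitted curve at half-maximal effect; 0% = DMSO wells and -100% = cell-free medium wells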
#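 Viability of IDH1-knockdown HT-1080 fibrosarcoma cells was assessed by CellTiter-Glo after 48 h at 37 °C with titrated compound; concentration-effect curves were classified by fit quality and response size.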
# IL-1B inflam inh = inhibitors of inflammasome signaling (IL-1 beta secretion) | THP-1 LPS/ATP IL-1B secretion, AlphaLISA, 16 h; stronger effect = lower value | activity change, % at 57.5 µM | hit rate 4.7% among 360,000; in the data active = activity change below about -50%; inconclusive = mostly about -30% to -49%; also: % is scaled to controls: 0 for no effect and ±100 for the full control effect
#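 THP-1 cells pretreated 1 hr with compounds (up to 57.5 uM final), then stimulated with LPS (250 ng/mL final) plus ATP (1.25 mM final); secreted IL-1B measured by AlphaLISA after 16 hr, decreased signal indicating inhibition.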
# KB-3-1 tox = KB-3-1 parental cell cytotoxicity. Potency, µM (series often up to 46.1 µM), inactives show at the top dose activity change, negative = cytotoxic, hits mostly cytotoxic. hit rate 1.4% among 400,000. AID 1347075. KB-3-1 viability, CellTiter-Glo ATP luminescence, 72 h; also: potency is read from the fitted curve at half-maximal effect; % is scaled to controls: 0 for no effect and ±100 for the full control effect; nearly all actives have a fitted effect of over 60% in size
#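 Multi-concentration cytotoxicity screen in KB-3-1 cells grown in DMEM lacking phenol red with 10% FBS. After 72 h at 37 °C with compound, ATP-dependent luminescence was recorded.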
# * hit, by the source's call; i = inactive; u = inconclusive; x = no result given; [ ] = remark or other dose. Unless noted, calls follow the shape of the dose curve; as a rule, active = well fitted curve in the direction sought with a large enough effect; inconclusive = small, poorly fitted or top-dose-only effect, or another doubt; inactive = no such curve, though single readings can be large; an effect the other way counts as inactive or inconclusive.
# Screens in order – KB-V1 MDR tox, S2 tox, MCF10A rerep, ATXN2 expr inh, HT1080NT lethal, SW480 rereplic, HT1080 IDH1KD tx, IL-1B inflam inh, KB-3-1 tox
Cc1ccccc1NC(=O)COc1coc(CN2CCCc3ccccc32)cc1=O
  u, i, 10%, 0%, -1%, -8%, -8%, -4, -13%
COc1ccc(NC2CCCN(C(=O)C3=NN(C)C(=O)CC3)C2)cc1OC (stereo not given)
  16%, i, 2%, 9%, 8%, -6%, 19%, 12, 5%
O=C(COc1cccnc1[N+](=O)[O-])NCCc1ccc(F)cc1
  -25%, i, -2%, -8%, 1%, 1%, 11%, -1, -2%
CCN(CC)S(=O)(=O)c1cccc(C(=O)OC2CCOC2=O)c1 (stereo not given)
  -2%, i, 2%, -9%, 14%, -1%, -2%, -14, 13%
COc1cccc(OCCNC(=O)c2cc([N+](=O)[O-])cc([N+](=O)[O-])c2)c1
  -15%, i, -7%, -20%, -5%, -3%, -13%, 11, -2%
O=C(NNS(=O)(=O)c1ccc(F)cc1)c1ccc([N+](=O)[O-])cc1Cl
  -25%, i, -1%, -6%, 2%, -6%, -3%, -9, -17%
COc1ccccc1NC(=O)Cc1nnc(SCC(=O)c2ccc(F)cc2)n1C
  7%, i, -8%, 1%, 6%, -24%, -7%, 10, 4%
CCOc1ccc(-c2noc(CCCC(N)=O)n2)cc1OC
  u, i, 13%, 12%, -11%, -8%, -12%, 12, 9%
CC(C)(Cc1cc(CC(C)(C)C(=O)O)cc(C(C)(C)C)c1)C(=O)O
  0%, i, u, 1%, -13%, 1%, 0%, 43, 11%
COc1ccccc1NC(=S)N(Cc1ccccc1)Cc1cccs1
  -16%, i, -11%, -17%, 19%, -7%, 16%, -4, -7%
Oc1ccc(Br)cc1/C=N/Nc1ccccn1
  1%, 0.25µM*, u, x, u, 9.2µM*, 6.5µM*, 85, -1%
CCCCCCCCCCOC(=O)Cn1c(COc2ccc(Cl)cc2)[n+](C)c2ccccc21
  9%, x, u, x, -24%, -2%, -22%, -72*, -2%
CCCN(CCC)S(=O)(=O)c1ccc(C(=O)N2CCOCC2)cc1
  u, i, -2%, 11%, 8%, -15%, 8%, -1, 6%
O=C(Nc1ncn[nH]1)C(F)(F)C(F)F
  u, i, -1%, 0%, 18%, -4%[9.22 µM], 16%, 56, 18%
Cn1ncc(C#N)c1NC(=O)C1CC(c2c(F)cccc2Cl)=NO1 (stereo not given)
  1%, i, 3%, 4%, 5%, 0%, 6%, 23, -8%
Cc1ccc(OCC(=O)NNC(=O)C2CCN(c3ncccn3)CC2)cc1
  6%, i, 19%, 5%, -6%, 7%, -4%, 21, u
Cc1ccc(C)c(C(=O)NCc2ccncc2)c1
  13%, i, -4%, 3%, 5%, 1%, -4%, 5, 8%
N#Cc1ccccc1Cn1c(=O)n(C2CCCC2)c(=O)c2ccccc21
  u, i, 12%, -7%, -3%, 10%, -10%, -18, -6%
Cc1cc(NC(=O)c2noc3c2CCCC3)n(-c2ccccc2)n1
  0%, i, 2%, 2%, -2%, -11%, -23%, 5, -11%
COc1ccccc1N(C)S(=O)(=O)c1ccc(C(=O)N(C)Cc2ccc(Cl)s2)cc1
  x, i, 26µM*, -15%, -9%, 3%, -12%, u, x
CC(C)CNC(=O)c1cccc(NC(=O)c2ccc3c(c2)C(=O)N(C)C3=O)c1
  20%, u, -5%, x, -2%, 4%, -1%, -13, 5%
O=C1OC(c2ccccc2)=N/C1=C\C=C\c1ccccc1[N+](=O)[O-]
  -12%, i, 3%, 3%, 8%, 6%, u, -6, -3%
CC(C)CNC(=O)C1(C)CCCN1C(=O)c1csnn1 (stereo not given)
  14%, i, x, 7%, 17%, x, 0%, 30, 0%
Cc1ccc2nc(CN(C)C(=O)[C@H]3O[C@@H](n4ccc(=O)[nH]c4=O)[C@H](O)[C@@H]3O)[nH]c2c1
  -7%, i, x, -3%, 26%, x, -1%, -2, 0%
CN(c1ccccc1)S(=O)(=O)c1cccc(C(=O)NCCCN2CCCC2=O)c1
  -6%, i, -1%, -21%, 0%, -8%, -2%, -3, -4%
O=c1[nH]c2cc3c(cc2cc1CN(CCO)S(=O)(=O)c1ccccc1)OCCO3
  -2%, i, -1%, -11%, -2%, -2%, 0%, 25, 0%
O=C(COc1ccccc1[N+](=O)[O-])Nc1ccccc1N1CCCCC1
  x, i, u, -17%, 0%, -5%, -6%, 9, x
CS(=O)(=O)N(CC(=O)N1CCN(c2ccccc2)CC1)Cc1ccc(Cl)cc1
  -5%, i, 5%, -22%, 9%, -3%, 5%, -5, 0%
CCCCc1nn2c(=O)cc(CN(CC)c3ccccc3)nc2s1
  u, i, x, 4%, x, x, x, x, -1%
COc1ccc(NC(=O)C2c3ccccc3OCC(=O)N2Cc2ccco2)cc1 (stereo not given)
  1%, i, x, 0%, 0%, x, 3%, -9, u
CCN(CC)S(=O)(=O)c1ccc(C(=O)NN(C)C2=NS(=O)(=O)c3ccccc32)cc1
  -9%, i, 0%, 7%, 14%, 19%, 7%, 25, 9%
CCc1cccc(C)c1NC(=O)N(C)C1CCCCC1
  -10%, u, -20%, 7%, 5%, -65%[inhibitor], 6%, -8, 2%
CCc1ccc(Nc2ncnc3sc4c(c23)CCCC4)cc1
  15%, i, x, -4%, x, x, x, x, -14%
CCOc1ccc(C=NN2CCCCCC2)cc1OCC
  3%, i, u, 10%, 5%, -4%, 4%, -3, -5%
C=C1c2ccccc2O[C@H](C(=O)OCC)[C@@H]1C1CCCCC1
  0%, i, u, -1%, 12%, -11%, 3%, 48, 0%
O=C(NCC(c1ccco1)N1CCOCC1)c1ccc(C(F)(F)F)cc1 (stereo not given)
  -11%, i, 1%, 3%, 0%, 0%, 6%, -1, 0%
O=C(NCc1ccc(F)cc1)C(c1ccccc1)N(C(=O)c1csnn1)c1ccccc1 (stereo not given)
  u, i, 8%, -5%, -19%, -6%, -16%, -5, -9%
O=S(=O)(c1ccc(F)c(Cl)c1)N1CCN(C/C=C/c2ccccc2)CC1
  u, u, u, -8%, 2%, -4%, 3%, -7, -7%
S=c1[nH]nc(-c2cccs2)n1/N=C/c1c(Cl)cccc1Cl
  u, i, 29%, -20%, -7%, -12%, -5%, 82, 16%
Cc1sc2ncnc(N3CCC(C(=O)Nc4cc(Cl)ccc4Cl)CC3)c2c1C
  -24%, i, u, -20%, -15%, -1%, -22%, -1, -1%
CCOC(CNC(=O)c1cccc([N+](=O)[O-])c1)OCC
  -12%, i, 0%, x, 17%, -14%, 15%, 3, -1%
CCN(CC)S(=O)(=O)c1ccc(N2CCCC2)c(NC(=O)Cc2ccccc2)c1
  0%, u, -3%, x, -2%, 1%, 9%, 0, -4%
O=C(CNS(=O)(=O)c1ccc(Br)cc1)N1CCN(Cc2ccccc2)CC1
  u, i, 9%, 6%, 1%, -4%, 1%, -12, 3%
NC(c1csc(Nc2cc(Oc3ccccc3)ncn2)n1)C1CCCCC1 (stereo not given)
  u, u, x, u, u, x, 4.6µM*, -27, u
O=C(CSc1ccc(Br)cc1)NC1CCS(=O)(=O)C1 (stereo not given)
  -13%, i, 0%, -15%, -1%, 4%, -2%, -2, -27%
Oc1cccc(NC(=S)Nc2cccnc2)c1
  0%, i, -1%, -6%, 0%, 12%, 0%, 11, 4%
COc1ccc(-c2c(-c3ccsc3)oc(=O)c3cc(OC)c(OC)cc23)cn1
  11%, u, 23%, 12%, 10%, -11%, 17%, -2, 0%
CC(=O)N1Cc2cc([N+](=O)[O-])ccc2Oc2ccccc21
  -4%, i, -1%, -14%[11.3 µM], 4%, -12%, -11%, 11, 17%
COc1ccc(NC(=O)Nc2ccc3c(c2)N(C)C(=O)CS3)cc1OC
  0%, i, 16%, 13%, 0%, 0%, 0%, 33, -17%
O=C(CSc1nnc(-c2ccncc2)o1)Nc1nncs1
  19%, i, 1%, -9%, -8%, 4%, -3%, -7, -8%
CCCC(=O)NC(c1cccs1)c1cc(Cl)c2cccnc2c1O (stereo not given)
  -17%, i, 26%, -22%[11.3 µM], -28%, 1.3µM*, u, 89, u
COc1ccc(CCCc2nnc(SCC(=O)Nc3ccc(F)cc3)o2)cc1C
  7%, u, x, -25%, x, x, x, x, 0%
O=C(Cc1cccc2ccccc12)Nc1ccc2oc(-c3ccccc3)nc2c1
  3%, i, 16%, 2%, -2%, 5%, -21%, 6, 17%
COc1ccc(-c2cc3c(=O)n(CC(=O)NCc4ccc(F)cc4)ncn3n2)cc1
  -16%, i, 7%, -8%, 0%, 0%, -2%, 18, u
COc1ccccc1C(=O)N1CCN(c2nc3cc(C)cc(C)c3cc2C#N)CC1
  u, i, x, -20%, 0%, x, -7%, -9, 0%
COc1cc(OC)cc(-c2n[nH]c(=S)n2-c2cc(OC)ccc2OC)c1
  u, i, 8%, -11%, 4%, 0%, 21%, 28, 13%
O=C(NCc1cccs1)C1CC(=O)N(c2ccc(Cl)cc2)C1 (stereo not given)
  u, i, -2%, 0%, -17%, -5%, -10%, 15, -3%
COc1ccc(NC(=O)NCc2ccc3c(c2)OCO3)cc1
  0%, i, 0%, 8%, -26%, 1%, -25%, -17, 0%
COC(=O)C1=C(C)N(Cc2ccco2)C(=O)N[C@@H]1c1ccco1
  11%, i, 11%, -9%, 0%, 24%, 3%, 7, -4%
CN(C(=O)c1cccc(NC(=O)c2ccco2)c1)c1ccccc1
  0%, i, -3%, 27%, 0%, -31%[inhibitor], 3%, 0, -1%
C=CCOC(=O)C1=C[C@H](c2ccc(C(F)(F)F)cc2)[C@@H](CCCO)[C@H](OCC)O1
  4%, u, 5%, -23%, -2%, -12%, 2%, 19, 8%
